Screening data as filed in PubChem BioAssay.
HIF-2a block: HIF-2a reporter inhibitors, primary screen, luminescence, 786-0 RCC cells. AID 624352, 2012. inhibition, % at 18.8 µM. 786-0 RCC cells HIF-2a reporter, luciferase luminescence, overnight. actives 0.72% (n = 360,000);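 active = inhibition of the luminescence signal of 40% or more relative to plate controls, in a single-dose primary screen at 18.75 µM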
iPSC survival up: enhancers of single-cell hiPSC survival, primary screen, ATPlite luminescence. 100% = ROCK inhibitor wells, 0% = DMSO. survival enhancement, % at 20 µM. actives 0.044% (n = 360,000); in the data active = survival enhancement above about 18%;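 note: cells exposed to compounds for 16 hours before the ATP read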
Vif imaging: HIV Vif self-association inhibitors, primary screen, imaging, HEK293T, single point | inhibition, % at 7.49 µM | actives 0.35% (n = 340,000) | HEK293T cells, Vif self-association by quenched fluorescence, 24 h; in the data active = inhibition above about 50%, passing the limit was not always enough; note: some results filed as inactive read as strong as hits
Granule exo inh: LAMP-1 surface exposure blockers, TALL-104 cells – cell-based, flow cytometry, MLPCN library, primary screen; inhibition, % at 10 µM; actives 0.66% (n = 360,000); TALL-104 LAMP-1 surface exposure; cells stimulated with thapsigargin and PMA; AID 651702, 2012;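 active = inhibition above about 55%, limit read from the data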
CaV13 ICDI inh: Disruptors of the CACNA1D IQ motif to Ca2+-dependent inactivation inhibitor domain association, primary screening, Förster resonance energy transfer in intact living …; HEK cells, CFP/YFP FRET ICDI-IQ, plate reader, 10 min; percent FRET-ratio fall versus neutral wells; inhibition, % at 12.3 µM; actives 0.098% (n = 340,000);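 active = mean replicate inhibition of at least 30% and at least 1% of replicates passing that level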;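 note: 0% = median of the neutral control wells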
aDG glyco up: activators of alpha-DG glycosylation, primary screen, uHTS, Pro5-aDG cells, AlphaScreen; alpha-DG glycosylation AlphaScreen (IIH6); 0% Pro5, 100% B10-LARGE cell signal; activation, % at 10 µM; actives 0.22% (n = 360,000); AID 624168, 2012;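 active = activation of at least 8% versus controls, or a plate z-score of at least 8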;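 note: Pro5 are CHO cells carrying HIG-tagged alpha-DG that lacks glycosylation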
NR2E3 ag-1: NR2E3 agonists in two-hybrid cells, primary screen, cell-based, luminescence, CHO-S, Gal4-NCOR/VP16-NR2E3; AID 602229, 2012; Photoreceptor-specific nuclear receptor (Homo sapiens), Q9Y5X4; luciferase; actives 0.35% (n = 360,000); inhibition of corepressor binding, % at 3.98 µM;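 active = inhibition above the mean of all tested compounds plus 3 SD, cut at about 70% in these data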;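 note: 0% = DMSO with NR2E3 transfected cells and 100% = cells lacking NR2E3 construct; higher means lower luciferase signal from less NR2E3 corepressor binding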
Target sequence (Q9Y5X4 whole entry, looked up, the tested form may be a part): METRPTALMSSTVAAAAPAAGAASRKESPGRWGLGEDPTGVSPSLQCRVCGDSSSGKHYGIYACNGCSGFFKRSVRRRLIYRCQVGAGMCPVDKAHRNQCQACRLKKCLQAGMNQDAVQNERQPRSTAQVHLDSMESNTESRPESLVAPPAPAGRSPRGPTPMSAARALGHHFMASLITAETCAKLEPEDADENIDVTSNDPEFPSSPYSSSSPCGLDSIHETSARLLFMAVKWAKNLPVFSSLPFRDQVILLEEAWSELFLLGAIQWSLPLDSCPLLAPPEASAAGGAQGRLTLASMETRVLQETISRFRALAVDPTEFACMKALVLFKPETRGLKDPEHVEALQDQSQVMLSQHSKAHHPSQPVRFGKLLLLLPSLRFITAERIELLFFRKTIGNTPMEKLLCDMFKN
PDI inh: inhibitors of human PDI, primary screen, biochemical, turbidity, single point, plate reader. Protein disulfide-isomerase (Homo sapiens), P07237. inhibition, % at 10 µM. PDI insulin aggregation turbidity, A650, 90 min. actives 0.052% (n = 350,000);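 active = mean inhibition across replicates of 30% or more, whatever share of single replicates reach that level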;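 note: absorbance from insulin aggregation driven by PDI reduction with DTT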
Target sequence (P07237 whole entry, looked up): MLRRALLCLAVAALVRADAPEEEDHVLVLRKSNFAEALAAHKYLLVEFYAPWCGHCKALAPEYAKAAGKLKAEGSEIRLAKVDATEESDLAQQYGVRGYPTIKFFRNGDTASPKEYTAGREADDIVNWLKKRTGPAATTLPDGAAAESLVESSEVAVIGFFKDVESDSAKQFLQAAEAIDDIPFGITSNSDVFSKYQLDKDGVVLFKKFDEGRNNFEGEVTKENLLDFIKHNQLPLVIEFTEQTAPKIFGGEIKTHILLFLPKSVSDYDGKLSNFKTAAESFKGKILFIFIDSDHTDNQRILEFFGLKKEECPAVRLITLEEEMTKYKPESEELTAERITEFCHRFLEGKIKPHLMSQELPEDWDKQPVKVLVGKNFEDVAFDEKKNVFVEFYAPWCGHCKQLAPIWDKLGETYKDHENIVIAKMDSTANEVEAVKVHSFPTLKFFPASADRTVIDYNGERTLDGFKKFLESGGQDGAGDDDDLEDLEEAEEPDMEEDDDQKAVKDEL
Peg3 promoter: Peg3 promoter-driven luciferase inhibitors, primary screen, cell-based, HeLa, luciferase luminescence; HeLa PEG-Prom luciferase reporter, overnight; inhibition, % at 20 µM; actives 1.7% (n = 360,000); AID 588405, 2011;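 active = inhibition of at least 50% at 20 µM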
NR2E3 ag-2: inhibitors of NR2E3-RetCOR corepressor binding, primary screen, NR2E3 agonist project, biochemical, TR-FRET, GST-NR2E3, biotin-RetCOR; Photoreceptor-specific nuclear receptor (Homo sapiens), Q9Y5X4; 1536-well; inhibition of corepressor binding, % at 4.78 µM; actives 0.12% (n = 320,000); AID 2300, 2010;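 active = percent inhibition above the cutoff of mean plus 3 SD of all tested compounds, set per screening campaign, cut at about 20% in these data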;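 note: 0% = DMSO wells and 100% = biotin wells as full block of FRET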
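System: GST-tagged NR2E3 plus biotinylated RetCOR corepressor; Amount: 1.35 nM GST-tagged NR2E3 final; Dosing: single nominal compound dose of 4.8 µM; Schedule: 5 h incubation at 4 °C; Technique: TR-FRET with europium anti-GST and streptavidin-D2, 340 nm excitation; Controls: biotin wells as high control, 0.6% DMSO wells as low control.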
TRPM1 prom inh: inhibitors of MITF-dependent TRPM1 promoter reporter, primary screen, cell-based, SK-MEL-5, single point, luciferase | actives 0.83% (n = 330,000) | inhibition, % at 12.5 µM | AID 488899, 2010 | SK-MEL-5 TRPM1 promoter luciferase, 24 h;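 active = mean inhibition across replicates of 60% or more, whatever share of single replicates reaches that level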; note: values of inactives mirror those of a sister screen read the other way
The depositor's hits bear a star; . = no result given.

Start of the listing, in advance:
structure,HIF-2a block,iPSC survival up,Vif imaging,Granule exo inh,CaV13 ICDI inh,aDG glyco up,NR2E3 ag-1,PDI inh,Peg3 promoter,NR2E3 ag-2,TRPM1 prom inh
CCCCn1nnnc1C(c1ccccc1)N1CCN(c2ccc(C)cc2)CC1 (stereo unspecified),5,-0.4,.,-13,-7,-0.4,-23,.,.,.,.
Cc1ccc(NC(=O)CSc2nnc([C@H](C)NC(=O)OC(C)(C)C)o2)c(C)c1,10,4.1,0,-3,-5,-0.2,1,4,-8,1,2
CCNC(=O)NC(=O)C(C)OC(=O)[C@H](C)NS(=O)(=O)c1c(C)c(C)cc(C)c1C (stereo partly specified),10,0.0,-3,-3,6,-0.1,-5,0,-1,-1,-4

This part in full (from the top)
structure,HIF-2a block,iPSC survival up,Vif imaging,Granule exo inh,CaV13 ICDI inh,aDG glyco up,NR2E3 ag-1,PDI inh,Peg3 promoter,NR2E3 ag-2,TRPM1 prom inh
CCCCn1nnnc1C(c1ccccc1)N1CCN(c2ccc(C)cc2)CC1 (stereo unspecified),5,-0.4,.,-13,-7,-0.4,-23,.,.,.,.
Cc1ccc(NC(=O)CSc2nnc([C@H](C)NC(=O)OC(C)(C)C)o2)c(C)c1,10,4.1,0,-3,-5,-0.2,1,4,-8,1,2
CCNC(=O)NC(=O)C(C)OC(=O)[C@H](C)NS(=O)(=O)c1c(C)c(C)cc(C)c1C (stereo partly specified),10,0.0,-3,-3,6,-0.1,-5,0,-1,-1,-4
CCN(CC(=O)Nc1cccc(C(C)=O)c1)S(=O)(=O)c1ccccc1,-2,2.0,.,5,-5,1.2,-6,2,14,0,3
CNc1nc(N)nc(OC(C(F)(F)F)C(F)(F)F)n1,12,-1.8,3,-1,3,-0.1,-19,-3,4,0,6
COCCOC(=O)c1c(C)nc(SCC(=O)Nc2ccc(OC)cc2)c(C#N)c1-c1ccco1,3,-1.7,-8,6,.,0.4,-21,-6,12,-1,-11
COc1ccc(CNC(=O)C(C)NCc2ccc(S(N)(=O)=O)cc2)cc1 (stereo unspecified),10,-0.1,-1,4,-5,-0.1,-15,2,-16,0,12
O=C(NCC1CCCO1)c1ccc(OC2CCN(C(=O)C3CC3)CC2)cc1 (stereo unspecified),-7,-1.0,-9,3,0,-0.2,0,2,-3,1,-11
Nc1[nH]c(=S)nc2nc(-c3ccccc3)c(-c3ccccc3)nc12,27,-2.0,1,-1,-6,1.5,9,3,24,0,14
O=C(NC(c1ccc(-c2ccccc2)cc1)c1cnccn1)C1CCN(Cc2ccc(Cl)c(Cl)c2)CC1 (stereo unspecified),-11,3.7,-3,41,-5,1.0,-6,13,26,.,.
Cc1ccc(NC(=O)CSC(C)c2nc3ccccc3c(=O)[nH]2)cc1 (stereo unspecified),3,0.2,-1,4,.,0.1,-15,-9,-4,3,3
O=C(NCCc1ccc(Cl)cc1)Nc1ccc(F)cc1,-82,1.2,22,1,-6,0.3,-79,5,-58,4,-13
CN(C)c1nc(N)nc(CSc2ccccn2)n1,-33,-1.6,26,-4,-8,0.5,-23,4,-45,3,-16
CNc1nnc(-c2cc3ccccc3oc2=O)s1,-178,-3.1,17,-2,-11,0.1,-81,-1,-205,0,-40
Cc1ccc(NC(=O)OCc2cc(-c3ccccc3)on2)cc1,-169,-3.1,5,4,-1,1.2,-36,11,-119,0,-30
CCN1CCN(C(CNS(=O)(=O)c2ccc(Cl)cc2)c2cccnc2)CC1 (stereo unspecified),12,-0.6,6,2,-2,0.0,10,-1,9,4,-8
COc1ccc(-c2nnc(CSc3nc4ccccc4c(=O)n3CC(C)C)o2)cc1OC,-6,-2.5,22,-1,-8,0.5,-21,3,19,7,-3
O=C(O)CN1C(=O)SC(Nc2ccccc2)C1=O (stereo unspecified),-24,-2.2,-5,1,-7,0.0,-3,7,4,-1,13
O=C1CC(c2ccccc2)CC(O)=C1C=NCCN1CCOCC1 (stereo unspecified),6,-2.1,3,-3,-5,-0.4,6,1,11,3,3
CN1C[C@@H]2[C@@H]3C(=O)N(Cc4ccccc4)C(=O)[C@@H]3[C@](C)(C1=O)N2C(=O)c1ccc(Cl)cc1,17,-1.8,-3,7,-11,0.1,-10,17,1,.,-10
O=C(Cc1ccc(Cl)cc1)Nc1ccc2oc(=O)ccc2c1,2,0.8,-7,-2,-6,0.1,-5,2,-9,-1,0
Cc1cc(N2CCN(c3cccc(C(F)(F)F)c3)CC2)n2nc(C)nc2n1,11,1.0,-2,2,-4,1.4,-9,3,-4,-1,8
COc1cc(OC)c(N(C)S(=O)(=O)c2cccc(C(=O)OCC(=O)NCc3ccco3)c2)cc1Cl,12,-0.1,5,-2,-4,0.0,0,10,26,3,7
Cc1ccc(NC(=O)C(OC(=O)c2ccc(O)cc2)c2ccccc2)cc1Cl (stereo unspecified),4,3.5,-7,-13,-3,0.1,9,5,16,0,-7
COc1ccc(C(=O)n2cc(C(C)=O)c3ccccc32)cc1,3,-0.1,-16,17,-4,-0.1,-3,-3,5,-2,20
CC(=O)Nc1ccc(N2C(=O)CSC2c2ccccc2)cc1 (stereo unspecified),-2,-0.4,-5,5,-21,-0.1,9,-2,7,-1,18
O=C(COC(=O)c1ccc2ccccc2n1)c1ccccc1,17,0.5,-6,-2,2,0.0,-10,-3,-10,-1,26
Cc1ccc(C)c(OCCN2CCOCC2)c1,10,2.1,-1,-8,-14,-0.1,-11,1,-2,-3,7
O=c1ccc(C(F)(F)F)cn1Cc1cc(=O)n2cc(Br)ccc2n1,-9,1.3,-7,-1,-5,0.1,-8,-8,-3,2,4
Cc1ccc2cccc(NC(=O)C(F)(F)F)c2n1,3,-0.7,-8,5,-8,-0.2,-10,3,1,0,13
CC(=O)c1ccc(N2CCN(CC(O)COC(c3ccccc3)c3ccccc3C)CC2)cc1 (stereo unspecified),8,-0.1,8,-9,-2,0.1,-5,-3,19,0,5
COc1cc(OC)c(NS(=O)(=O)c2cn(C)cn2)cc1Cl,6,0.0,-1,14,-3,-0.2,-29,2,16,-3,-13
CC(C)c1ccccc1NC(=O)c1cnccn1,-8,-1.1,7,1,-5,0.1,3,2,-12,4,6
COc1ccc(CNCC(O)(c2ccc(F)cc2)c2ccc(F)cc2)cc1,-6,7.1,9,-1,-8,0.1,-9,-1,-4,4,-12
O=S(=O)(Nc1nc2ccccc2nc1NCc1ccco1)c1ccc(Cl)cc1,-3,-2.1,62*,3,.,0.2,44,-4,25,1,6
CCOC(=O)N1CCC2(O)CCCCC2C1c1ccc(F)cc1 (stereo unspecified),10,-2.1,.,0,-2,-0.3,-46,3,9,1,-9
CCNC(=O)C1CCCN(C(=O)c2ccc(N(C)C)cc2)CC1 (stereo unspecified),-11,0.2,2,-2,-5,-0.1,21,-2,-9,.,.
O=C(COC(=O)C1C2CC3OC(=O)C1C3C2)Nc1cccc(C(F)(F)F)c1 (stereo unspecified),-7,-0.2,-2,-7,-7,0.1,-7,-2,0,3,-11
COCCCNC(=S)N1CCN(C)CC1,13,0.1,0,-3,-5,-0.1,-14,9,5,3,-20
COc1ccc(S(=O)(=O)n2[nH]c(=O)c(CCO)c2C)c([N+](=O)[O-])c1,13,-1.6,1,0,-3,-0.1,-12,0,17,3,-2
Cc1ccc(C2N=C(N)Nc3nc(=O)c4ccccc4n32)cc1 (stereo unspecified),-112,2.5,0,3,-5,0.0,-19,4,12,0,-32
Cc1nc(C(=O)N2CCc3c([nH]c4ccccc34)C2c2ccccn2)cs1 (stereo unspecified),10,0.6,-7,0,-6,-0.1,12,-3,-5,0,19
CN1CCN(S(=O)(=O)c2ccccc2)CC1,15,0.2,6,-3,-3,-0.1,-5,5,9,-3,7
Cc1ccc(C(=O)Nc2c3c(nn2-c2ccccc2)CS(=O)(=O)C3)cc1C,2,-0.5,1,-5,-6,0.0,-27,-4,12,0,8
CC[C@@]1(C(=O)OC)N[C@H](CN(C)C(=O)c2ccccc2)[C@@H]2C(=O)N(C)C(=O)[C@@H]21,2,1.1,12,-1,-5,0.1,2,8,-1,.,-3
Cc1ccc(-c2nc(SCC(=O)N(C)C3CCS(=O)(=O)C3)[nH]c2-c2ccc(C)cc2)cc1 (stereo unspecified),4,-1.0,-4,3,-9,-0.6,-15,1,8,0,2
CC(Sc1nnnn1C1CC1)C(=O)N1CC(=O)Nc2ccccc21 (stereo unspecified),-3,-0.6,1,0,-2,0.3,8,-4,5,1,.
O=C(CCN1CCN(C(=O)c2ccccc2)CC1)c1ccc(Br)cc1,0,0.4,-15,82*,-8,0.3,-43,-5,18,1,4
CCN1C(=O)c2ccc(C(=O)Nc3ccc4c(c3)OCO4)cc2C1=O,-128,-0.5,13,-2,-6,-0.1,-23,-1,-123,0,-17
CCOC(=O)c1nn(-c2ccc(F)cc2)c(C)c1C(C)=O,7,-1.1,-9,4,-5,-0.2,2,-5,19,-2,1
Cc1c(C(=O)O)cnc2c([N+](=O)[O-])cnn12,10,0.1,5,-5,-5,-0.4,-23,1,17,0,11
Cc1cc(C)cc(N=c2c([N+](=O)[O-])nn(-c3ccc(Cl)cc3)n2O)c1,9,-0.6,-3,0,-2,0.5,27,-6,15,0,10
O=C(CCN1CCN(c2ccc(F)cc2)CC1)Nc1ccccc1F,-6,5.9,-14,-5,-1,-0.1,-16,-2,0,1,-9
COC(=O)[C@H]1CCCN1C(=O)Nc1cccc(Oc2c(F)c(F)c(F)c(F)c2F)c1,17,-2.2,-11,-2,-5,-0.1,-1,21,8,-1,5
CCON1C(=O)C(C)(C)N(OCC)C(=O)C1(C)C,15,0.4,-2,3,-5,0.0,-18,-13,11,3,-20
COc1cc(C(=O)NNC(=O)CCOc2ccccc2C)cc(OC)c1OC,8,-0.2,2,-3,-5,-0.1,2,-1,6,.,6
O=C1CC(N2CCN(c3ccc(F)cc3)CC2)C(=O)N1Cc1ccc(N2CCCC2=O)cc1 (stereo unspecified),13,-0.1,.,2,-5,0.5,4,1,25,.,4
C=CCc1ccccc1OCC(O)CNC(=O)c1ccccc1C(=O)O (stereo unspecified),6,-0.2,-4,-1,-4,0.0,-12,0,7,0,-3
